Mcl1 Bid PPI = Mcl-1/Bid interaction inhibition. TR-FRET Mcl-1/Bid-Dy647 peptide binding, 1536-well. inhibition, % at 21.7 µM. 0.97% of 220,000 active. AID 1021;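 active = compounds that cut the binding signal by more than half at the single screening dose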;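 also: His-tagged Mcl-1 with europium anti-His antibody binding Bid BH3 peptide; 0% = Mcl-1 plus peptide wells and 100% = peptide-only wells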
Target sequence (Q07820 whole entry, looked up): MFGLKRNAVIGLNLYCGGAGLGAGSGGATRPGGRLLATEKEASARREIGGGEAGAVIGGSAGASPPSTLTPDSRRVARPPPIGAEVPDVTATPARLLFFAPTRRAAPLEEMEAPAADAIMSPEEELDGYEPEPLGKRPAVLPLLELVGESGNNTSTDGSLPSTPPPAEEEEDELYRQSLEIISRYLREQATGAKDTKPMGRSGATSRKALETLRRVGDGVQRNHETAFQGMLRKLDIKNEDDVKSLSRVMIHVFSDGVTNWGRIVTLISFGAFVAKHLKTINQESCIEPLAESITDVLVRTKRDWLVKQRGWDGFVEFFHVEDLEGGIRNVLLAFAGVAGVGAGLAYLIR
RGS4-Gao reg = modulates binding of RGS4 to human Galphao | Multiplexed bead flow cytometry; actives lie on both sides | binding response (% of control), % at 10 µM | 0.33% of 220,000 active | AID 1415; in the data active = binding response below about 49% or above about 150%; inactive = in between;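 also: fluorescent Galphao activated with aluminum fluoride binding bead-coupled RGS4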
Target sequence (P09471 whole entry, looked up): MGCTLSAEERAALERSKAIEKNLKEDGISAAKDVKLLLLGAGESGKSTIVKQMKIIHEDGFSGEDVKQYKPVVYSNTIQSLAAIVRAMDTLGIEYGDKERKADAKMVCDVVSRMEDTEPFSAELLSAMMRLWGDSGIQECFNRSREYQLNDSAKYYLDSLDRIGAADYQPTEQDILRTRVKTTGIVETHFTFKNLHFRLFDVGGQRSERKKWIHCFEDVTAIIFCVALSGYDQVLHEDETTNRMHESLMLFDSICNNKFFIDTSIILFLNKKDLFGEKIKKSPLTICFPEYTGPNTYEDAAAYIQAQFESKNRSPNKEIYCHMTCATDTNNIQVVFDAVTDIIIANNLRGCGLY
RGS7-Gao = modulates binding of RGS7 to human Galphao. 0.35% of 220,000 active. binding response (% of control), % at 10 µM. P09471. Multiplexed bead flow cytometry; actives lie on both sides; in the data active = binding response below about 49% or above about 150%; inconclusive = no clear call, values can overlap the other calls; inactive = in between;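 also: fluorescent Galphao held in activated GDP-AlF4 state binding bead-coupled RGS7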
RGS8-Gao = modulates binding of RGS8 to human Galphao; P09471; multiplexed bead flow cytometry; actives lie on both sides; response (percent of control binding), % at 10 µM; 0.34% of 220,000 active; AID 1423; in the data active = response below about 60% or above about 140%; inactive = in between;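 also: Galphao activated as the GDP aluminium fluoride complex binding bead-coupled RGS8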
An asterisk follows results filed as active; u = inconclusive; x = no result given; [ ] = remark or other dose. Some of the compounds tested. The share of hits here may be higher or lower than overall.

SMILES	Mcl1 Bid PPI	RGS4-Gao reg	RGS7-Gao	RGS8-Gao
O=C1Cc2ccccc2C(c2ccc(Cl)cc2)N1 (stereo not given)	-15.4	92.5	u	97.8
Cc1[nH]c2ccccc2c1C(=O)COC(=O)c1ccc[n+]([O-])c1	-8.4	112.0	u	101.0
Oc1ccc(Br)cc1CNc1ccccn1	-9.4	96.6	u	99.3
O=C(CO/N=C/c1c(Cl)cccc1Cl)NNC(=O)c1ccc(Cl)cc1	-13.6	105.5	u	102.3
COc1ccc(NC(=O)C2CCC(CNc3c(N4CCOCC4)c(=O)c3=O)CC2)cc1Cl (stereo not given)	-11.5	99.8	u	99.4
CC1=C(C)Cc2c(OC(=O)c3ccccc3)ccc(OC(=O)c3ccccc3)c2C1	-15.2	97.4	u	100.3
COc1cc(/C=C2\SC(=S)N(NS(=O)(=O)c3ccc(C)cc3)C2=O)cc(OC)c1OC	-21.0	105.4	u	100.4
O=C(Nc1ccncc1)c1cccc2ccccc12	-7.2	90.0	u	99.4
O=C(N/N=C/c1cccc2cccnc12)[C@H]1C[C@@H]1c1ccccc1	-4.1	98.7	u	98.8
O=C(c1cc(S(=O)(=O)N2CCOCC2)c(Cl)cc1Cl)N1CCCCC1CO (stereo not given)	-11.6	104.6	u	103.4
O=C(c1ccoc1)N1CCC2(CC1)Oc1ccc(F)cc1C(=O)C21CC(c2ccc(Cl)cc2)=NO1 (stereo not given)	-23.8	107.7	u	104.9
COC(=O)c1sc(-c2ccc(Cl)cc2)cc1NC(=O)c1ccccc1C(=O)O	4.3	103.4	u	102.1
Cc1nccn1CC(=O)N/N=C/c1cc(Br)cs1	-21.9	84.7	u	93.4
CCn1c(SCC(=O)Nc2ccc(OC)c(OC)c2)nnc1-c1ccco1	-15.4	124.3	u	103.7
COc1ccccc1CNC(=O)C1CCC(CNc2c(N3CCCCC3)c(=O)c2=O)CC1 (stereo not given)	-24.1	101.7	u	101.3
Cc1ccc2oc(=O)cc(CN3CCN(C/C=C/c4ccccc4)CC3)c2c1	-7.1	93.6	u	98.0
CN(Cc1ccccc1)c1ccc(C(CC(N)=O)NC(=O)Cc2ccc(Br)cc2)cc1[N+](=O)[O-] (stereo not given)	-42.2	101.0	u	101.0
COc1ccc(Oc2nc(-c3ccncc3)nc3ccccc23)cc1	4.0	98.3	u	99.2
CC(=O)NCCCc1nc2ccccc2n1Cc1ccccc1F	-5.9	101.9	u	100.1
Cc1c(O)cc2c(c1O)C(=O)CC(c1ccccc1)O2 (stereo not given)	-88.2	96.9	u	96.6
Cc1ccc(NC(=O)CN2CCc3ccccc3C2)cc1F	97.5*	95.6	u	98.4
CCOC(=O)N1CCC(NC(=O)C2=CCN(S(=O)(=O)c3ccc(F)cc3)CC2)CC1	-9.9	103.5	u	105.6
COC(C[C@H]1O[C@H]1[C@H](O)[C@H](C)OCc1ccccc1)OC	-32.3	102.1	u	98.4
COc1ccc(NS(=O)(=O)c2cn(C)c(=O)n(C)c2=O)cc1	-14.3	101.7	u	100.5
O=C(NC(C(=O)N/N=C/c1ccncc1)c1n[nH]c(=O)c2ccccc12)c1ccccc1 (stereo not given)	29.3	100.4	u	100.6
CNC(=O)c1ccccc1Sc1ccccc1CO	-13.4	93.8	u	80.9
CCOC(=O)C(NCCOC)(NC(C)=O)C(F)(F)F (stereo not given)	-73.8	96.1	u	99.1
COc1ccc(/C(=N/OC(C)=O)c2nccc3cc(OC)c(OC)cc23)cc1OC	-14.8	100.3	u	101.8
O=C1C2Sc3[nH]c(=O)sc3C(c3cc([N+](=O)[O-])ccc3O)C2C(=O)N1c1ccccc1 (stereo not given)	-30.1	101.6	u	100.8
Cc1ccc(C(=O)C2=C(O)C(=O)N(c3ncccn3)C2c2ccc(Br)cc2)o1 (stereo not given)	-26.0	92.8	u	95.9
Nc1nc2nn(-c3ccccc3)nc2c(=O)[nH]1	-8.2	86.9	u	87.3
S=c1[nH]nc(-c2ccncc2)n1/N=C/c1cn(-c2ccccc2)nc1-c1ccc(Cl)cc1	-59.2	95.2	u	94.9
COc1ccc2c(c1)c1ccc3c(c1n2C)C(=O)C=CC3=O	33.4	95.5	u	66.7
O=C(O)C1=NN(c2ccccc2)C(=O)C1	-29.3	106.0	u	104.8
CN(C(=O)Nc1ccc(C(C)(C)C)cc1)C1CCCCC1	8.9	111.6	u	98.5
O=C(NC1CC1)C1=C[C@H](c2ccc(Br)cc2)C[C@H](OCc2ccc(CO)cc2)O1	-42.3	75.3	u	81.3
CS/C(N)=N/N=C/c1cc(C)ccc1O	-20.1	106.6	u	106.2
Cc1cc(C)n2ncc(/C(N)=N/OC(=O)Nc3ccc(Cl)cc3)c2n1	-17.8	105.7	u	100.9
NNc1cc(C(=O)O)ccc1Cl	-36.4	98.8	u	100.5
O=C(Nc1ccc(O)cc1)/C(=C\C=C\c1ccccc1)NC(=O)c1ccccc1	-5.0	104.3	u	105.6
CCOC(=O)c1cn(Cc2ccc(Cl)cc2Cl)c2cc(C)nn2c1=O	-15.2	100.6	u	98.8
COc1ccc(OCC(=O)C2CC2)c(C#N)c1	-22.5	96.6	u	100.7
Cc1cc(C)cc(Oc2nc3ccccn3c(=O)c2/C=C(\C#N)C(=O)NC2CCS(=O)(=O)C2)c1 (stereo not given)	-45.1	101.7	u	99.9
CCCCC1=CC2=C(c3ccco3)C(=O)C(C)(OC(=O)c3ccc(OC)cc3)C(=O)C2=CN1c1ccccc1 (stereo not given)	-58.2	100.6	u	101.9
COc1ccc([C@H]2C=C(C(=O)O)O[C@@H](OCc3ccc(CO)cc3)C2)cc1	-31.9	99.0	u	102.4
CCc1cc2c(SCc3nc4sc(C(C)=O)c(C)c4c(=O)[nH]3)ncnc2s1	-61.7	78.1	u	87.2
CCOC(=O)C(C)Oc1ccc(NC(=O)C(Cl)Cl)cc1 (stereo not given)	0.0	101.0	u	99.9
Cc1ccc2c(c1)C(C)CC(C)(C)N2C(=O)CN1CCN(C)CC1 (stereo not given)	3.4	100.7	u	101.2
CCc1ccc(N2CN(Cc3ccco3)CNC2=S)cc1	-25.1	100.9	u	108.0
O=C(c1ccc(Cl)nc1)N1CCC(Cc2ccccc2)CC1	-23.9	110.6	u	105.6

Single records, as listed above.
Cc1ccc2c(c1)C(C)CC(C)(C)N2C(=O)CN1CCN(C)CC1 (stereo not given) is listed with Mcl1 Bid PPI: 3.4; RGS4-Gao reg: 100.7; RGS7-Gao: u; RGS8-Gao: 101.2
COc1ccc(OCC(=O)C2CC2)c(C#N)c1 is listed with Mcl1 Bid PPI: -22.5; RGS4-Gao reg: 96.6; RGS7-Gao: u; RGS8-Gao: 100.7

Later entries.
SMILES	Mcl1 Bid PPI	RGS4-Gao reg	RGS7-Gao	RGS8-Gao
Nc1nc(O)c(CC(=O)O)s1	-11.6	93.0	u	97.6
O=C1CCCN2N=C(SCC(=O)N3CCCCC3)SC2=N1	0.7	101.4	u	100.9
Cc1csc2c(N3CCN(S(=O)(=O)c4ccc(Cl)cc4)CC3)ncnc12	-9.0	104.9	u	100.2
CSc1nc(SCC(=O)NCC2CCCO2)c2c3c(sc2n1)CN(C)CC3 (stereo not given)	-2.4	92.9	u	98.0
Cc1cccc(-c2nc3c(c(=O)c4ccccc4n3C)c(=O)n2-c2ccccc2)c1	-48.8	109.9	u	107.2
CC(C)c1ccc(NC(=O)CSc2n[nH]c(=O)n2-c2ccc3c(c2)OCCO3)cc1	-3.0	91.1	u	97.4
CC(C)N1C(=O)c2ccccc2N(Cc2ccccc2)S1(=O)=O	-3.5	100.0	u	100.4
Cc1ccc2[nH]c(=O)c(CN(C(=O)c3cccc([N+](=O)[O-])c3)C(C)(C)C)cc2c1	-5.5	100.8	u	97.3
COc1cccc(-c2csc(NNC(=O)c3cccs3)n2)c1	-31.9	92.0	u	98.7
CCC(C)[C@H](NC(=O)N1CCCCCC1)C(=O)O (stereo not given in full)	-0.6	106.8	u	103.4

Structures shown so far with a cyano group, in the order listed:
SMILES	Mcl1 Bid PPI	RGS4-Gao reg	RGS7-Gao	RGS8-Gao
COc1ccc(OCC(=O)C2CC2)c(C#N)c1	-22.5	96.6	u	100.7
Cc1cc(C)cc(Oc2nc3ccccn3c(=O)c2/C=C(\C#N)C(=O)NC2CCS(=O)(=O)C2)c1 (stereo not given)	-45.1	101.7	u	99.9

The list goes on:
SMILES	Mcl1 Bid PPI	RGS4-Gao reg	RGS7-Gao	RGS8-Gao
COc1ccc(Oc2cccc(Cl)c2CNC(=O)CCC(=O)O)cc1	1.9	98.0	u	98.9
O=C(Cn1nnc(-c2ccc(N3CCOCC3)cc2)n1)N1CCOCC1	14.1	100.5	u	101.4
CN(C1=NC(=O)CS1)c1ccc(O)cc1	96.8*	85.2	u	89.7
Cc1nn(-c2ccccc2)c(C)c1-c1nnc(-c2c(C)nn(-c3ccccc3)c2C)o1	-0.6	96.2	u	99.5
CCOc1ccc(/C=C2\NC(=S)NC2=O)cc1	-3.7	99.4	u	99.9
COc1ccc(/C=N/NC(=O)CN2CCN(Cc3ccccc3)CC2)cc1Br	-9.2	100.8	u	100.9
CCC1=C(OC(=O)N(CC)CC)N2C(=O)OC(=NCC(=O)OC)[C@]2(Cc2ccccc2)[C@H]2C1=CC[C@H]1C(=O)N(c3ccccc3)C(=O)[C@H]12	-23.5	110.0	u	101.9
COC(=O)c1ccc(CN2CCN(CC(C)C)C(CCO)C2)cc1 (stereo not given)	-27.0	105.8	u	102.0
Cc1cc(/C=C2\SC(=S)NC2=O)cc(C)c1O	-117.8	112.1	u	102.9
CC(=O)Nc1ccc(OCCOc2ccc([N+](=O)[O-])cc2)cc1	-5.1	101.4	u	100.8

3 neighbouring entries already listed:
SMILES	Mcl1 Bid PPI	RGS4-Gao reg	RGS7-Gao	RGS8-Gao
COc1ccc(/C=N/NC(=O)CN2CCN(Cc3ccccc3)CC2)cc1Br	-9.2	100.8	u	100.9
CCC1=C(OC(=O)N(CC)CC)N2C(=O)OC(=NCC(=O)OC)[C@]2(Cc2ccccc2)[C@H]2C1=CC[C@H]1C(=O)N(c3ccccc3)C(=O)[C@H]12	-23.5	110.0	u	101.9
COC(=O)c1ccc(CN2CCN(CC(C)C)C(CCO)C2)cc1 (stereo not given)	-27.0	105.8	u	102.0

Carrying on:
SMILES	Mcl1 Bid PPI	RGS4-Gao reg	RGS7-Gao	RGS8-Gao
S=c1nc(C2CC2)n(-c2ccccc2)[nH]1	-53.8	104.1	u	101.6
Cc1nc(N)sc1C(=O)NN	-9.7	101.7	u	102.1
CCOC(=O)N1CCN(C(=O)CCc2nc3sc4c(c3c(=O)[nH]2)CCCC4)CC1	-12.2	98.7	u	98.9
COc1ccc(NC(=O)c2sc3nc(-c4cccnc4)ccc3c2N)cc1	52.3*	60.4	u	76.1
Cc1ccc(Cl)c(OCC(=O)NN2CCN(C)CC2)c1	-30.1	99.2	u	102.1
Cc1cccn2c(=O)c(C=O)c(NCc3ccccc3)nc12	-18.6	102.3	u	104.0
O=C(O)CCCN1C(=O)/C(=C/c2ccncc2)SC1=S	-43.4	151.3*[activator]	u	104.4
O=Cc1ccc(-c2ccc(C(=O)O)cc2)o1	-12.2	107.0	u	104.0
Cc1ccc(-c2nc(NC(=O)c3cc(C(C)(C)C)nn3C)sc2C)cc1Cl	3.6	99.6	u	100.1
COCCCNC(=S)NNC(=O)c1cc(Cl)c(O)c(Cl)c1	-29.9	98.1	u	96.7
O=c1cn[nH]c2ccccc12	12.6	101.9	u	102.6
NC1=NC(c2ccc(Cl)cc2)N(c2ccc(S(N)(=O)=O)cc2)C(N)=N1 (stereo not given)	-6.4	104.6	u	103.0
Cn1c(CSCC(=O)Nc2ccccc2)nnc1SCc1ccccc1	1.3	94.9	u	102.0
COc1ccc(C2=NN(C(=O)CN3CCCCC3)C(c3ccc(OC)cc3)C2)cc1 (stereo not given)	-9.4	101.7	u	101.0
CN1N=C(C(C)(C)C)CSC1=Nc1ccccc1	-12.8	98.1	u	100.4
Cc1ccc(NNC(=O)c2ccno2)cc1C	-19.7	102.9	u	101.4
Cc1nn(-c2ccccc2)c(Cl)c1/C=N/NC(N)=O	-33.9	95.1	u	95.8
CN1CCC(=O)N([C@H](CSc2ccc(Br)cc2)c2ccccc2)CC1	-63.9	97.9	u	101.8
S=c1[nH]ccn1-c1c(Cl)cccc1Cl	-28.9	100.0	u	99.4
CN(C)c1cc(NC(=O)CN2CCCC2)c2ccccc2n1	37.4	101.6	u	101.3
CC(C)=NNC1=NC(C)(C)Cc2ccccc21	-42.9	93.4	u	103.2
Cc1cc(N2CCN(C)CC2)nc(-c2ccccc2O)n1	-8.3	97.4	u	98.3
FC(F)(F)c1cc(Oc2ccccc2)ncc1-c1nnc(-c2ccccc2Cl)o1	5.1	101.5	u	98.8
COc1cccc(CNC(=O)N[C@@H](C)C(=O)O)c1	-9.7	98.4	u	100.0
Cc1cc(C)c2c(N)c(C(=O)NN)sc2n1	-69.3	102.0	u	100.8
O=C(O)Cc1csc(NC(=O)CSc2cccc(C(=O)O)n2)n1	-24.7	107.4	u	101.6
O=C(Nc1ccc(S(=O)(=O)NC2=NCCCCC2)cc1)C1COc2ccccc2O1 (stereo not given)	-31.1	99.3	u	101.0
CC(=O)c1c(COC(=O)c2ccccc2Cl)nc2ccccc2[n+]1[O-]	-4.2	98.3	u	99.0
Cc1cc(C)n2nnnc2n1	-16.9	97.1	u	97.9
COC(=O)N/N=C/c1cccc(OC(=O)c2ccc3c(c2)OCO3)c1	-5.7	104.3	x	99.0
Cc1ccc2c(c1)N(C(C)C(=O)NCc1ccccn1)C(=O)CO2 (stereo not given)	-114.5	103.8	u	103.4

Screens from PubChem BioAssay.
